MrgX1 antagonist – antagonists of human MrgX1 receptor, primary screen, HEK293 cells, Fluo-4 calcium flux. actives 1.3% (n = 310,000). AID 588676, 2011. Mas-related G-protein coupled receptor member X1 (Homo sapiens), Q96LB2. BAM8-22 antagonism; stronger effect = lower value. B-score at 10 µM;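 active means calcium-response B-score plate-corrected more than 3 library SD below zero, starting fluorescence within 5 deviations, no agonist response on first addition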;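 further: peak minus trough fluorescence over baseline after final BAM8-22 challenge near maximal dose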
Target sequence (Q96LB2 whole entry, looked up): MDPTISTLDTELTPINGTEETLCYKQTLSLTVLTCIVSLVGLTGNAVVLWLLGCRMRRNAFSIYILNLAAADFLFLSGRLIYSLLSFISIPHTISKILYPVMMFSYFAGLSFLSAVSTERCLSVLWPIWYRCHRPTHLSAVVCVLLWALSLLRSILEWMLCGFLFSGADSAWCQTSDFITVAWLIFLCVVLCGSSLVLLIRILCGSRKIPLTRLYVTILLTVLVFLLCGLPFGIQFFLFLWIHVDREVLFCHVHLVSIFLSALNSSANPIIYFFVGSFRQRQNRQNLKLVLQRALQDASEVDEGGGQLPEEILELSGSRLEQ
TMEM16A inh – TMEM16A chloride channel inhibitors, primary screen, cell-based, HTS; actives 1.2% (n = 310,000); normalized B-score (activity score, 25-100; higher = stronger inhibition) at 10 µM; HEK293 TMEM16A/YFP iodide influx fluorescence, ionomycin;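 active means ratio plate-corrected score three or more library SD toward inhibition, starting fluorescence score within five deviations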;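 further: score derived from kinetic fluorescence span divided by baseline fluorescence per well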
TRPC4 inh – inhibitors of mouse TRPC4 channel, primary screen, Fluo4 calcium, HEK293 TRPC4beta/mu-opioid cells | B-score at 10 µM | Short transient receptor potential channel 4 (Mus musculus), Q9QUQ5 | DAMGO-evoked Fluo4 calcium flux; stronger effect = lower value | actives 0.39% (n = 300,000);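 active means B-score over 3 SD under the library average, no early fluorescence shift, positive overall ratio signal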
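Test system – stable TRPC4beta/mu-opioid receptor HEK293 cells · Probe or stimulus – DAMGO, a submaximal dose followed by a maximal one · Dosing – one concentration per compound · Signal – Fluo4 calcium fluorescence by kinetic imaging, 5 s 1 Hz baseline · Evaluation – per-well B score of integrated baseline-normalized Fluo4 ratio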
MrgX1 agonist – agonists of human MrgX1 receptor, primary screen, HEK293 cells, Fluo-4 calcium flux; Mas-related G-protein coupled receptor member X1 (Homo sapiens), Q96LB2; Fluo-4 calcium fluorescence, agonist mode; stronger effect = higher value; B-score at 10 µM; actives 0.44% (n = 310,000); AID 588627, 2011;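 active means calcium response B-score plate-corrected fluorescence ratio at least 3 library SD, with starting fluorescence B-score inside 5 SD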
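Test system: HEK293 cells stably expressing human MrgX1 receptor; Input: fifteen thousand cells per well; Dosing: compound delivered in addition one of three; Schedule: overnight seeding, then 1 h dark dye loading; Technique: Fluo-4 NW calcium fluorescence; Measure: B-scored fluorescence response ratio; Controls: positive and negative controls per plate.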
TRPC6 inhibitor – mouse TRPC6 channel inhibitors, primary screen, cell-based, HEK293, membrane potential dye; Short transient receptor potential channel 6 (Mus musculus), Q61143; ACh-evoked depolarization; stronger effect = lower value; B-score at 10 µM; actives 1.1% (n = 310,000);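 active means B-score under library mean minus 3 SD, initial fluorescence not abnormally high, positive integrated signal ratio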;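 further: B-score derived from integrated fluorescence ratio over the kinetic read; more negative B-score means stronger inhibition of depolarization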
MrgX1 PAM – positive allosteric modulators of MrgX1, primary screen, HEK293 cells, Fluo-4 calcium flux; Mas-related G-protein coupled receptor member X1 (Homo sapiens), Q96LB2; FDSS; stronger effect = higher value; B-score at 10 µM; actives 0.63% (n = 310,000); AID 588675, 2011;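 active means plate-corrected calcium response at least 3 library SD above typical, normal starting fluorescence, not activating the receptor alone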;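 further: compound read alongside a low EC10 to EC30 dose of BAM8-22 agonist; peak minus trough fluorescence over baseline measured at the second addition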
TRPC6 act – mouse TRPC6 channel activators, primary screen, cell-based, HEK293, membrane potential dye; Short transient receptor potential channel 6 (Mus musculus), Q61143; HEK293-TRPC6 membrane potential dye fluorescence; stronger effect = higher value; B-score at 10 µM; actives 0.13% (n = 310,000); AID 2550, 2010;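 active means B-score of the integrated fluorescence ratio above library mean plus 3 SD, and starting fluorescence ratio within library mean plus 5 SD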;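 further: higher score means more depolarization so channel activation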
TRPC4 act – activators of mouse TRPC4 channel, primary screen, Fluo4 calcium, HEK293 TRPC4beta/mu-opioid cells. Short transient receptor potential channel 4 (Mus musculus), Q9QUQ5. Fluo4 calcium fluorescence; stronger effect = higher value. B-score at 10 µM. actives 0.49% (n = 310,000);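 active means B-score above 5 SD of library B-scores, and initial fluorescence ratio not above library mean plus 5 SD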;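 further: positive B-score marks a calcium rise read as TRPC4 activation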
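System – HEK293 cells stably co-expressing mouse TRPC4beta and mu-opioid receptor · Signal – Fluo4 calcium-sensitive dye fluorescence, kinetic, 1 Hz baseline · Benchmarks – buffer (low) and maximal DAMGO (high) · Read-out – B score of integrated fluorescence ratio per well · Incubation – dye loading 45 min room temperature, 110 s kinetic read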
ANO1 activ – TMEM16A chloride channel activators or potentiators, primary screen, cell-based, HTS; Anoctamin-1 (Mus musculus), Q8BHY3; HEK293 TMEM16A/YFP-H148Q/I152L, iodide quench fluorescence; stronger effect = lower value; B-score at 10 µM; actives 0.3% (n = 340,000); AID 623877, 2012;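 active means fluorescence-ratio B-score plate-corrected deviation score at least 3 library SD below zero, with starting fluorescence score within 5 deviations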;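 further: channel opened by trigger with iodide after compound preincubation; score built on the fluorescence ratio of max minus min over baseline; more negative score means more quench and so TMEM16A activation or potentiation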
TRPC4 potent – positive allosteric modulators of TRPC4, primary screen, cell-based, mouse TRPC4beta, HEK293 mu-opioid, Fluo-4 calcium; AID 2227, 2009; actives 0.42% (n = 310,000); DAMGO EC20, Fluo-4 Ca2+ flux; stronger effect = higher value; Short transient receptor potential channel 4 (Mus musculus), Q9QUQ5; B-score at 10 µM;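 active means B-score of calcium response area above 5 SD of library B-scores, with initial fluorescence ratio within 5 SD of library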;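 further: B-score of integrated fluorescence ratio over time as area under calcium response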
SKKanGAS inh – S. pyogenes SKKanGAS growth inhibitors in kanamycin, primary screen, streptokinase expression inhibitor project, SKKanGAS strain, BacTiter-Glo luminescence. 6 h. inhibition, % at 7.5 µM. actives 1.3% (n = 300,000). AID 1662, 2009;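 active means mean replicate score, as percent of positive control median, at least 50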;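 further: strain carries kanamycin resistance gene driven by streptokinase promoter and grows in 40 µg/ml kanamycin; loss of luminescence reflects streptokinase promoter inhibition or plain growth inhibition; 0% = median of DMSO wells and 100% = positive control at its reference dose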
Active calls of the source: *; i = inactive; . = no result given. Hits appear at their usual frequency; overall some 6.7% were active at least once.

SMILES | MrgX1 antagonist | TMEM16A inh | TRPC4 inh | MrgX1 agonist | TRPC6 inhibitor | MrgX1 PAM | TRPC6 act | TRPC4 act | ANO1 activ | TRPC4 potent | SKKanGAS inh
O=C(c1ccc(Cl)cc1)N(c1ccccn1)C1CCCCC1 | i | i | i | i | i | i | i | i | i | i | -12
O=S(=O)(NCc1ccncc1)c1ccccc1 | i | i | i | i | i | i | i | i | i | i | 2
COc1cc(OC)c(NC(=O)CCc2nc(-c3cccs3)no2)cc1Cl | i | i | i | i | i | i | i | i | i | i | 1
O=C(Cc1c[nH]c2ccccc12)NC1(C(=O)NC2CCCC2)CCCCC1 | i | i | i | i | i | i | i | i | i | i | -1
CCN1C(=O)c2cccc3c(NC(=O)c4ccc5c(c4)OCCO5)ccc1c23 | i | i | i | i | i | i | i | i | i | i | 0
N=c1c(C(=O)NCCc2ccccc2)cc2c(=O)n3ccccc3nc2n1CC1CCCO1 (stereo unspecified) | i | i | i | i | -5.1* | i | i | i | i | i | -2
Cc1cc(C)cc(N2C(=O)CC(Cn3nc(C)cc3C)C2=O)c1 (stereo unspecified) | i | i | i | i | i | i | i | i | i | i | 1
O=C(CN(c1ccc2c(c1)OCCO2)S(=O)(=O)c1ccccc1)Nc1ccc2c(c1)OCO2 | i | i | i | i | i | i | i | i | i | i | 0
Cc1ccnc(Cc2ccccc2)n1 | i | i | i | i | i | i | i | i | i | i | 0
O=C(COc1ccc2c(-c3ccccc3)cc(=O)oc2c1)NCCCN1CCOCC1 | i | i | i | i | i | i | i | i | i | i | 0
CCCOc1ccc(NC2=CC(=O)CC(C)(C)C2)cc1 | i | i | i | i | i | i | i | i | i | i | 0
CC(C)n1nc(C(=O)Oc2ccc(Cl)cc2)c2ccccc2c1=O | i | i | i | i | i | i | i | i | i | i | -3
O=C(NCc1ccco1)C1CCCN(S(=O)(=O)Cc2ccccc2)C1 (stereo unspecified) | i | i | i | i | i | i | i | i | i | i | -4
Cc1[nH]nc(SCC(=O)NCc2ccc(Cl)cc2)c1[N+](=O)[O-] | i | i | i | i | i | i | i | i | i | i | -2
O=C(CCS(=O)(=O)c1ccc(Br)cc1)NC1CCCCCC1 | i | i | i | i | i | i | i | i | i | i | -6
Cc1cccc2c(C(=O)O)c3cccc(C)c3nc12 | i | i | i | i | i | i | i | i | i | i | -4
O=C(CSc1ccc2nnc(-c3cccnc3)n2n1)Nc1ccccc1 | i | i | i | i | i | i | i | i | i | i | 28
CCCC(C)NC(=O)COC(=O)c1cccc(NS(C)(=O)=O)c1 (stereo unspecified) | i | i | i | i | i | i | i | i | i | i | -7
CN(CCC1CCCCO1)C(=O)CCc1nnc(Cc2c[nH]c3ccccc23)o1 (stereo unspecified) | i | i | i | i | i | i | i | i | i | i | -3
COc1ccccc1N=Nc1ccc(O)c2ncccc12 | i | i | i | i | i | i | i | i | i | i | 94*
N#Cc1c(-c2cccs2)nc(SCC(=O)c2ccc(Br)cc2)[nH]c1=O | i | i | i | i | i | i | i | i | i | i | 56*
OCc1cc(CO)c(O)c(CCc2ccccc2)n1 | i | i | i | i | i | i | i | i | i | i | -2
CCC1CCCCN1S(=O)(=O)c1ccc(NC(=O)c2cccnc2)cc1 (stereo unspecified) | i | i | i | i | i | i | i | i | i | i | -3
S=C(N/N=C/c1ccc(Cl)cc1)N1CCOCC1 | i | i | i | i | i | i | i | i | i | i | 15
Nc1cccc(Oc2ccc3c(c2)C(=O)N(CC2CCCO2)C3=O)c1 (stereo unspecified) | i | i | i | i | i | i | i | i | i | i | -3
COc1cccc(CNCc2cccnc2)c1OCc1ccccc1 | i | i | i | i | i | i | i | i | i | i | 5
COC(=O)Cc1cc(=O)[nH]c(/N=C(\N)Nc2cccc(C)c2)n1 | i | i | i | i | i | i | i | i | i | i | -3
COc1cc(C(=O)NCc2nnc(SCC(=O)Nc3cccc(C)c3)o2)cc(OC)c1OC | i | i | i | i | i | i | i | i | i | i | -16
Cn1nnnc1SCC(=O)c1cccs1 | i | i | i | i | i | i | i | i | i | i | 8
O=C(NC(=O)N1CCN(c2cccc(Cl)c2)CC1)c1ccc(Cl)cc1 | i | i | i | i | i | i | i | i | i | i | 14
CCOC(=O)N1CCN(C(=S)NCCOC)CC1 | i | i | i | i | i | i | i | i | i | i | 3
CNC(=O)CSc1nnc(COc2ccc(Cl)cc2)n1CCOC | i | i | i | i | i | i | i | i | i | i | 1
COc1ccc(C(=O)C2CCCN(C(=O)C3CCOCC3)C2)c(C)c1 (stereo unspecified) | i | i | i | i | i | i | i | i | i | i | -10
O=C(c1ccccc1)N1CCN(c2ncnc3sc4c(c23)CCC4)CC1 | -5.1* | i | i | i | i | i | i | i | i | i | -1
CCOC(=O)CNS(=O)(=O)c1ccc(C(=O)O)cc1 | i | i | i | i | i | i | i | i | i | i | 3
O=C1CCC(c2ccccc2)(C2CCN(Cc3ccccc3)CC2)C(=O)N1 (stereo unspecified) | i | i | i | i | -6.3* | i | i | i | i | i | 2
Cc1cccc(C)c1NC(=S)N(Cc1ccccc1)Cc1cccs1 | i | i | i | i | i | i | i | i | i | i | 2
CCOc1ccc(S(=O)(=O)/N=C(\N)c2ccccc2)cc1 | i | i | i | i | i | i | i | i | i | i | -4
Cc1onc(-c2ccccc2)c1C(=O)NC(=S)NNC(=O)c1ccc(O)cc1 | i | i | i | i | i | i | i | i | i | i | 106*
O=c1c2c([nH]c3ccc(Br)cc13)CCCC2 | i | i | i | i | i | i | i | i | i | i | 5

Laid out differently: results already given
Molecule	MrgX1 antagonist	TMEM16A inh	TRPC4 inh	MrgX1 agonist	TRPC6 inhibitor	MrgX1 PAM	TRPC6 act	TRPC4 act	ANO1 activ	TRPC4 potent	SKKanGAS inh
COc1ccc(C(=O)C2CCCN(C(=O)C3CCOCC3)C2)c(C)c1 (stereo unspecified)	i	i	i	i	i	i	i	i	i	i	-10
COc1cc(C(=O)NCc2nnc(SCC(=O)Nc3cccc(C)c3)o2)cc(OC)c1OC	i	i	i	i	i	i	i	i	i	i	-16

Following part
SMILES | MrgX1 antagonist | TMEM16A inh | TRPC4 inh | MrgX1 agonist | TRPC6 inhibitor | MrgX1 PAM | TRPC6 act | TRPC4 act | ANO1 activ | TRPC4 potent | SKKanGAS inh
O=C(Nc1ccccc1)c1cccc(N2C(=O)CCC2=O)c1 | i | i | i | i | i | i | i | i | i | i | 0
CCc1cc(C(=O)N=Nc2c(O)[nH]c3ccc([N+](=O)[O-])cc23)c2ccccc2n1 | i | i | i | i | i | i | i | i | i | i | 26
Cc1cccc(CC(=O)N2CCCC2)c1 | i | i | i | i | i | i | i | i | i | i | 6
Cc1ccc(C)c(C(=O)COc2ccc(C)nc2[N+](=O)[O-])c1 | i | i | i | i | i | i | i | i | i | i | 0
COc1cc(C(=O)NC2=NCCS2)ccc1OCc1c(C)noc1C | i | i | i | i | i | i | i | i | i | i | -2
COc1cccc(-n2cc(CNCc3cn(C)nc3-c3ccccc3F)cn2)c1 | i | i | i | i | i | i | i | i | i | i | -2
COc1cc(CCC(=O)Nc2cccc(C(F)(F)F)c2)cc(OC)c1OC | i | i | i | i | i | i | i | i | i | i | 5
Clc1ncnc2c1oc1ccccc12 | i | i | i | i | i | i | i | i | i | i | 3
O=C1/C(=C/c2ccccc2)NC(=S)N1C(c1ccccc1)c1ccccc1 | i | i | i | i | i | i | i | i | i | i | 1
COCc1cccc(C(=O)NC(c2ccccc2)c2ccccc2)c1 | i | i | i | i | i | i | i | i | i | i | -3
C/C(Cl)=C\Cn1c(Nc2cccc(C)c2)nc2c1c(=O)n(C)c(=O)n2C | i | i | i | i | i | i | i | i | i | i | 3
Nc1ccc(N(CCO)CCO)cc1 | i | i | i | i | i | i | i | i | i | i | 7
CC(C)OC(=O)CCCCCN1C(=O)CSC1=S | i | i | i | i | i | i | i | i | i | i | 4
COc1cc(/C=N/NC(=O)c2cccc(S(=O)(=O)N3CCCCC3)c2)cc(Br)c1O | i | i | i | i | i | i | i | i | i | i | 3
O=C(Nc1ccc(F)cc1F)c1csc(-c2cccs2)n1 | i | i | i | i | i | i | i | i | i | i | 2
COCCCNC(=O)c1ccc(N2CCOCC2)c(NS(=O)(=O)c2ccc(OC)cc2)c1 | i | i | i | i | i | i | i | i | i | i | -10
CCc1ccc(NC(=O)Cn2nnc(C(=O)NCc3ccc4c(c3)OCO4)c2N)cc1 | i | i | i | i | i | i | i | i | i | i | -6
CC(C)CCn1c(SCC(=O)NC2CC2)nc2cc(Cl)ccc2c1=O | i | i | i | i | i | i | i | i | i | i | -4
O=C(COC(=O)c1ccccn1)Nc1c(Cl)cccc1Cl | i | i | i | i | i | i | i | i | i | i | -3
CCOC(=O)c1oc2ccc(S(=O)(=O)Nc3ccc4c(c3)n(C)c(=O)n4C)cc2c1C | i | 25* | i | i | i | i | i | i | i | i | 9
OCc1cccnc1 | i | i | i | i | i | i | i | i | . | i | -3
O=C1CC(c2cccnc2)c2cc3c(cc2N1)OCCO3 (stereo unspecified) | i | i | i | i | i | i | i | i | i | i | -4
CCCS(=O)(=O)NCCc1cc2cc(C)c(C)cc2[nH]c1=O | i | i | i | i | i | i | i | i | i | i | -16
CCNC(=O)COc1ccc2ccccc2c1 | i | i | i | i | i | i | i | i | i | i | -21

Screening data as filed in PubChem.
